hERG WT inh: qHTS for Inhibitors of KCHN2 3.1: Wildtype qHTS; U2OS, BacMam KCNH2, thallium flux FluxOr; stronger effect = lower value; 0.37% of 340,000 active; activity change, % at 1.84 µM;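 active means maximum activity change below -70%; inconclusive means maximum activity change between -70% and -50%; inactive means maximum activity change above -50%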; further: on the % scale 0 is the no-effect control and ±100 the full control effect
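U2OS cells transduced with wild-type KCNH2 virus are loaded with FluxOr dye for 45 min, and thallium flux is measured in kinetic reads before and after stimulation buffer. Rate constants are normalized to DMSO controls.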
FBPA coupling cs: qHTS Assay for Inhibitors of Fructose-1,6-bisphosphate Aldolase from Giardia Lamblia: Coupling assay counterscreen; coupling enzyme system counterscreen, AmpLite Red fluorescence; 0.67% of 290,000 active; AID 2472, 2010; activity change, negative = inhibition, % at 58.2 µM, hits read low; in the data active means activity change below about -30%; further: on the % scale 0 is the no-effect control and ±100 the full control effect
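Final compound at 57.5 uM, incubated 10 min at RT with coupling enzyme reagent (glyceraldehyde-3-phosphate), then 20 min with substrate and AmpLite Red detection. Fluorescence read at 525/598 nm; tests interference with the coupling assay, not aldolase inhibition.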
TCR activator: Activators of T cell receptors: qHTS campaign; primary human leukocytes, anti-CD3, IL-2 HTRF, 48 h; 330,000 tested, under 10 active; Potency, µM (titrated, usually from 9.22 µM), for the others: top-dose activation of IL-2 secretion, usual class: activators; further: % of control where 0% means no effect
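HTRF read-out of IL-2 secretion: europium cryptate donor excited at 320nm, d2 acceptor emission at 665nm. Cells were primary human leukocytes incubated 48 hr with compounds and a-CD3 beads, supplying TCR signal only.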
Tb PFK block: qHTS Assay to Find Inhibitors of T. brucei phosphofructokinase; ATP-dependent 6-phosphofructokinase (Trypanosoma brucei brucei), O15648; T. brucei PFK, ADP-Glo luminescence; Potency, µM (titrated, usually from 57.5 µM), for inactives: top-dose activity, negative = inhibition, most hits filed as inhibitors; 0.17% of 330,000 active;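 further: potency means the concentration at half of the fitted maximal effect; 0% = uninhibited 1x PFK enzyme wells and -100% = no-enzyme wells; nearly all actives have a fitted effect of over 60% in size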
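ADP-Glo luminescence quantified ADP after 45 min at room temperature, with 1.25 nM T. brucei PFK, 0.1 mM ATP and 0.5 mM fructose-6-phosphate in pH 8.0 TEA buffer. qHTS titrations up to 57 µM; curves classified by quality.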
CXXC DNA block: qHTS Fluorescence Polarization Assay for Inhibitors of MLL CXXC domain - DNA interaction; 0.037% of 290,000 active; MLL-CXXC / FITC-HOXA9 DNA fluorescence polarization; Potency, µM (highest dose often 115 µM), for the others: at the top dose activity change, negative = inhibition, usual class: inhibitors; Histone-lysine N-methyltransferase 2A (Homo sapiens), Q03164; active means well fitted inhibition curve with a large enough effect in the polarisation, with a control signal flat, not every such curve was filed as active; inconclusive means small, poorly fitted or top-dose-only effect, or effect the other way, or a change in a side signal; inactive means no such curve, though single readings can be large or run the other way; the % refers to the polarisation; further: potency means the concentration at half of the fitted maximal effect
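Purified MLL-CXXC (added from a 7 uM solution) was preincubated 5 min at ambient with pinned compounds in 50 mM Tris-HCl pH 7.5, 50 mM NaCl, 1 mM DTT, 0.05% BSA. Fluorescein-labeled HOX-A9 DNA (50 nM solution) followed, 30 min, then polarization read.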
Giardia killer: Small Molecules that selectively kill Giardia lamblia: qHTS. Giardia lamblia trophozoite viability. activity change, % at 7.66 µM, hits read low. 0.15% of 340,000 active. AID 540267, 2011; in the data active means activity change below about -80%; inconclusive means between about -30% and that limit;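 further: parasites exposed to compound for two days anaerobically before the ATP read; on the % scale 0 is the no-effect control and ±100 the full control effect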
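Trophozoites 100 cells/well + cpd; 48 hrs, 37 deg C, anaerobic. ATPLite 1-Step added, 15-30 min RT, luminescence read (ATP-based viability).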
AT treatment: qHTS Assay for Identifying a Potential Treatment of Ataxia-Telangiectasia; […] A-T fibroblasts, KAP-1 phosphorylation AlphaLISA; neocarzinostatin DNA damage 30 min before lysis; Potency, µM (highest dose often 57.5 µM), for inactives: at the highest dose activation, actives largely listed as activators; 0.19% of 320,000 active; AID 485349, 2010; further: potency means the concentration at half of the fitted maximal effect; % of control where 0% means no effect; nearly all actives have a fitted effect of over 45% in size
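ATM-like activity read as KAP-1 phosphorylation via AlphaLISA donor/acceptor antibody pairs after lysis and 6 hr at 25C. Cells were ATM-null patient fibroblasts ([…], hTERT), dosed 60 min, then exposed to the DSB inducer NCS for 30 min.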
GALK inh: qHTS Assay for Inhibitors of Human Galactokinase (GALK). P51570. Purified GALK, Kinase-Glo residual ATP luminescence. Potency, µM (titrated, usually from 57.5 µM), for inactives: top-dose activity change, negative = inhibition, most hits filed as inhibitors. 0.007% of 270,000 active. AID 1868, 2009; further: potency means the concentration at half of the fitted maximal effect; on the % scale 0 is the no-effect control and ±100 the full control effect
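Luminescence from leftover ATP (Ultra-Glo luciferase/luciferin) served as read-out after a 1 h room-temperature reaction of 5 nM GALK with 35 uM ATP and 100 uM galactose.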
TSHR antag: Antagonists of the Thyroid Stimulating Hormone Receptor: HTS campaign | Thyrotropin receptor (Homo sapiens), P16473 | TSHR-expressing cells, TSH-stimulated cAMP HTRF, 2 h; stronger effect = lower value | activity change, negative = inhibition, % at 11.5 µM | 0.2% of 330,000 active | AID 504810, 2011;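 active means activity change below a set negative limit, meaning inhibition stronger than a set level, cut at about -70% in these data; inconclusive means activity change between two set negative limits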; further: on the % scale 0 is the no-effect control and ±100 the full control effect
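TSHR-expressing cells, 200/well, pre-treated with compound, then stimulated with EC80 TSH (4nM final) for 2 hours at 37 deg C. cAMP measured by competitive HTRF: anti-cAMP cryptate antibody in lysis buffer plus cAMP-d2, read after 30 minutes at room temperature.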
BCR signal inh: qHTS Assay to Find Inhibitors of Chronic Active B-Cell Receptor Signaling | Potency, µM (series often up to 46.1 µM), inactives show at the top dose ratio change, negative = lower green/red ratio, hits mostly inhibitors | 0.05% of 340,000 active | ABC-DLBCL IkBa-CBG/CBR reporter, luminescence ratio, 4 h; active means well fitted inhibition curve with a large enough effect in the signal ratio, with a control signal flat, not every such curve was filed as active; inconclusive means small, poorly fitted or top-dose-only effect, or effect the other way, or a change in a side signal; the % refers to the signal ratio;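 further: potency means the concentration at half of the fitted maximal effect; plate controls were basal doxycycline-induced cells for no effect and cells given 10 µM MG132 for full effect; MG132 reads +100%, hits lower the ratio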
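Compounds up to 46 uM were incubated four hours with TMD8 cells whose green CBG68 luciferase is fused to IkappaBalpha; red CBR luminescence normalised the signal, and concentration-effect curves were fitted to fusion, red and ratio data.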
* marks the source's active call; other numbers are inactive results; u = inconclusive; x = no result given; [ ] = remark or other dose. Unless noted, the call rests on the fitted dose curve; in most records, active means well fitted curve in the direction sought with a large enough effect; inconclusive means small, poorly fitted or top-dose-only effect, or another doubt; inactive means no such curve, though single readings can be large; an effect the other way counts as inactive or inconclusive.

1: CCN1CNC(=S)N(Cc2ccccc2)C1
2: Cc1ccc(C)c(NC(=O)CCC(=O)N/N=C/c2ccc[nH]2)c1
3: CCN(c1ccccc1)S(=O)(=O)c1cc(C(=O)NCC(c2ccco2)N2CCCCC2)ccc1C (stereo not drawn)
4: Cc1nnc(NC(=O)Oc2ccccc2)s1
5: CC1=CSC2=NC(=O)/C(=C\c3cccn3-c3ccc([N+](=O)[O-])cc3)C(=N)N12
6: CCCCn1c(N)c(N(CC(C)C)C(=O)C2CC(=O)N(Cc3ccco3)C2)c(=O)[nH]c1=O (stereo not drawn)
Assay by compound	1	2	3	4	5	6
Giardia killer	-10	-20	29	8	8	5
BCR signal inh	-5%	0%	u	4%	u	1%
Tb PFK block	0%	-3%	u	-2%	6%	0%
TSHR antag	5	0	x	1	11	7
FBPA coupling cs	4	-10	x	0	0	x
TCR activator	-1%[46.1 µM]	7%	0%	-15%	-5%[46.1 µM]	2%
hERG WT inh	3	-3	47	-4	4	-9
CXXC DNA block	-1%	-22%	x	-6%	-1%	-1%
AT treatment	1%	0%	4%	-4%	-2%	4%
GALK inh	1%	0%	x	7%	3%	0%

Looked up by compound from the list above, 5 records:
4: Cc1nnc(NC(=O)Oc2ccccc2)s1
3: CCN(c1ccccc1)S(=O)(=O)c1cc(C(=O)NCC(c2ccco2)N2CCCCC2)ccc1C (stereo not drawn)
1: CCN1CNC(=S)N(Cc2ccccc2)C1
5: CC1=CSC2=NC(=O)/C(=C\c3cccn3-c3ccc([N+](=O)[O-])cc3)C(=N)N12
2: Cc1ccc(C)c(NC(=O)CCC(=O)N/N=C/c2ccc[nH]2)c1
Assay by compound	4	3	1	5	2
Giardia killer	8	29	-10	8	-20
BCR signal inh	4%	u	-5%	u	0%
Tb PFK block	-2%	u	0%	6%	-3%
TSHR antag	1	x	5	11	0
FBPA coupling cs	0	x	4	0	-10
TCR activator	-15%	0%	-1%[46.1 µM]	-5%[46.1 µM]	7%
hERG WT inh	-4	47	3	4	-3
CXXC DNA block	-6%	x	-1%	-1%	-22%
AT treatment	-4%	4%	1%	-2%	0%
GALK inh	7%	x	1%	3%	0%

New compounds follow.
7: C=CCOc1ccc(CN(C)CC(O)COc2ccc(CCC(C)=O)cc2)cc1 (stereo not drawn)
8: COc1ccc(/C=C2\C(=O)NC(=S)N2C(=O)c2ccc(F)cc2)cc1
9: COc1ccccc1NS(=O)(=O)c1ccc(C)c(C(=O)Nc2cc(C)on2)c1
10: O=C(Cc1cccs1)NNC(=S)NC(=O)c1ccccc1
11: Cc1onc(-c2c(F)cccc2Cl)c1C(=O)OCC(=O)NC(c1ccccc1)c1ccccc1
12: CCn1ncc(/C=N\NC(=O)COc2cc(C)cc(C)c2)c1C
Assay by compound	7	8	9	10	11	12
Giardia killer	-4	9	-7	3	-5	6
BCR signal inh	-9%	0%	0%	0%	13%	-1%
Tb PFK block	-3%	11%	6%	3%	0%	5%
TSHR antag	-9	-12	4	10	-4	2
FBPA coupling cs	0	2	x	-2	-3	0
TCR activator	8%	-6%[46.1 µM]	0%[46.1 µM]	2%[46.1 µM]	2%	0%[46.1 µM]
hERG WT inh	32	-9	2	9	-3	-6
CXXC DNA block	-8%	u	x	4%	13%	33%[activator]
AT treatment	1%	-2%	-21%	-1%	3%	9%
GALK inh	12%	-7%	x	2%	1%	3%

13: CN1CCN(S(=O)(=O)c2ccc(NC(=O)c3ccc(Br)o3)cc2)CC1
14: Brc1ccc2nc(-c3cccs3)c(NCC3CCCO3)n2c1 (stereo not drawn)
15: COc1cccc2cc(C(=O)N3C(C)CCCC3C)c(=O)oc12 (stereo not drawn)
16: Cc1ccc2nsnc2c1NC(=O)c1ccccc1[N+](=O)[O-]
17: CCCn1c(-c2cccs2)nc2c1c(=O)[nH]c(=O)n2Cc1ccccc1
18: Cc1c(C(=O)O)cc(C(C)(C)C)n1CCSCCO
Assay by compound	13	14	15	16	17	18
Giardia killer	-1	6	-10	2	-23	-12
BCR signal inh	-7%	u	-14%	4%	-7%	7%
Tb PFK block	14%	-5%	2%	0%	0%	3%
TSHR antag	-5	-12	13	-13	-8	-1
FBPA coupling cs	-1	0	3	0	2	5
TCR activator	1%	-9%	7%[46.1 µM]	3%[46.1 µM]	1%	3%
hERG WT inh	5	-12	0	5	-1	0
CXXC DNA block	17%	6%	0%	12%	5%	-2%
AT treatment	-1%	-4%	2%	x	-2%	1%
GALK inh	0%	5%	-1%	2%	6%	-1%

19: COc1ccc(OC)c(NC(=O)CSc2nc(N)c(-c3ccccc3)c(=O)[nH]2)c1
20: O=C(Nc1ccc(N2CCOCC2)nc1N1CCOCC1)c1cccc(C(F)(F)F)c1
21: Cc1nc(SCC(=O)N(C)C2(C#N)CCCCC2)c2ccccc2n1
22: O=C(CCCN1Cc2ccccc2C1)c1ccc(F)cc1
23: O=C(c1ccoc1)N1CCC2(CC1)Oc1ccc(Cl)cc1C(=O)C21CC(c2ccc(Cl)cc2)=NO1 (stereo not drawn)
24: CCc1ccc(NC(=O)CN(C)S(=O)(=O)c2ccc3[nH]c(=O)oc3c2)cc1
Assay by compound	19	20	21	22	23	24
Giardia killer	-2	-20	-5	-1	-5	-12
BCR signal inh	-13%	u	-15%	-11%	-3%	u
Tb PFK block	-5%	0%	2%	1%	0%	1%
TSHR antag	29	19	9	0	-15	-14
FBPA coupling cs	-2	-4	x	5	0	x
TCR activator	5%	4%	-3%	1%	1%	-7%
hERG WT inh	-7	-7	-1	79	x	2
CXXC DNA block	1%	2%	x	4%	8%	31%[activator]
AT treatment	-4%	10%	3%	3%	-13%	14%
GALK inh	1%	2%	x	2%	-2%	-4%

25: COc1ccc(NC(=S)Nc2ccc(F)cc2)cc1
26: COc1ccc(-n2c(=O)c3ccccc3n(CC(=O)NCc3ccco3)c2=O)cc1
27: COc1ccc(NC(=O)CS(=O)CC(=O)Nc2ccc(OC)c(OC)c2)cc1 (stereo not drawn)
28: COc1cc(C2C3C(=O)N(c4ccccc4)C(=O)C3ON2c2ccccc2)cc(OC)c1OC (stereo not drawn)
29: O=C(Nc1cccc(-c2ccc3nncn3n2)c1)C(F)(F)F
30: S=C(Nc1ccccc1)Nc1ccc(Cl)cn1
Assay by compound	25	26	27	28	29	30
Giardia killer	3	50[activator]	-17	-18	4	2
BCR signal inh	1%	4%	6%	2%	0%	u
Tb PFK block	0%	1%	-1%	1%	10%	4%
TSHR antag	2	-4	3	12	14	7
FBPA coupling cs	4	5	-4	-2	2	0
TCR activator	2%	-3%	-2%	-4%	0%	-19%
hERG WT inh	5	-4	-11	-2	-11	12
CXXC DNA block	-9%	0%	-1%	-5%	-2%	8%
AT treatment	-6%	-10%	0%	2%	-1%	0%
GALK inh	7%	-2%	2%	2%	1%	1%

31: O=c1c(Cl)nc2cc(Cl)ccc2n1CCNc1ncc(C(F)(F)F)cc1Cl
32: C=CCN(Cc1cn(C)nc1-c1cccc(Cl)c1)C1CCS(=O)(=O)C1 (stereo not drawn)
33: O=C(CN1C2=NCCN2c2ccccc21)c1ccco1
34: COc1ccccc1OCCC(=O)Nc1ccc2c(c1)OCO2
35: CC(=O)c1c(C)nc2nonc2c1N
Assay by compound	31	32	33	34	35
Giardia killer	-11	4	3	2	-18
BCR signal inh	-6%	9%	2%	-6%	1%
Tb PFK block	1%	-1%	-6%	0%	0%
TSHR antag	-24	2	-4	-12	-4
FBPA coupling cs	1	0	1	x	4
TCR activator	4%	-1%	1%	x	-1%
hERG WT inh	-6	3	11	-11	-19
CXXC DNA block	5%	4%	-2%	x	5%
AT treatment	-6%	-1%	14%	5%	0%
GALK inh	1%	9%	0%	x	-1%
